PHOSPHO1 block: inhibitors of human PHOSPHO1 phosphatase. Q8TCT1. recombinant PHOSPHO1, absorbance phosphatase assay. inhibition, % at 13.3 µM. 1.1% of 290,000 active. AID 1565; in the data active = inhibition above about 60%
VIM-2 inhibitor: inhibitors of Pseudomonas aeruginosa VIM-2 metallo-beta-lactamase; AID 1527; purified VIM-2, nitrocefin hydrolysis, epi-absorbance fluorescence; inhibition, % at 5.6 µM; 0.89% of 290,000 active;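 active = inhibition above the mean of all tested compounds plus 3 SD, cutoff set per screening run, cut at about 7.5% in these data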;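 also: red hydrolysis product quenches plate fluorescence so inhibitors raise well fluorescence; 0% = enzyme with DMSO and 100% = DMSO without enzyme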
IMP-1 inhibitor: inhibitors of Pseudomonas aeruginosa IMP-1 metallo-beta-lactamase; purified IMP-1, nitrocefin hydrolysis, epi-absorbance fluorescence; inhibition, % at 5.6 µM; 0.45% of 290,000 active; AID 1556;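 active = inhibition above the mean plus 3 SD of all compounds in the same screening run, cut at about 4.5% in these data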;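 also: 0% = IMP-1 with DMSO and 100% = DMSO wells lacking enzyme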
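System – purified recombinant IMP-1 beta-lactamase · Input – IMP-1 dispensed at 0.2 nM · Timing – 15 min preincubation plus 25 min reaction at 25 °C · Signal – Epi-absorbance fluorescence, 480 nm excitation, 530 nm emission · Measure – percent IMP-1 inhibition derived from blank-referenced optical density · Controls – Enzyme-plus-DMSO low control, enzyme-free DMSO high control · Replication – singlicate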
NS3 helicase inh: HCV NS3 helicase inhibition; NS3 helicase DNA unwinding, Cy5 molecular beacon fluorescence; AID 1800; 0.56% of 290,000 active; inhibition, % at 10.9 µM;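 active = inhibition above the mean of all tested compounds plus 3 SD, set per campaign, cut at about 35% in these data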;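 also: 0% = DMSO wells and 100% = thioflavine S control wells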
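Assay system – hepatitis C virus NS3 helicase domain fragment enzyme · Buffer or medium – MOPS pH 6.5, MgCl2, DTT, Tween20, BSA · Reagent – Cy5/quencher beacon DNA duplex and ATP to start · Compound – single 10.9 µM dose · Timing – 1 h at 25 °C · Technique – Cy5 beacon fluorescence read at start and 1 h · Measure – % inhibition of unwinding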
IDE act: IDE (human) activation, cell-based | activation, % at 5.96 µM | HEK cells, FAbeta-B cleavage, fluorescence polarization; 0% vehicle, 100% cell-free pure enzyme wells | P14735 | 0.073% of 340,000 active;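 active = activation above the mean of all tested compounds plus 3 SD, set per screening campaign, cut at about 17% in these data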
Target sequence (P14735 whole entry, looked up): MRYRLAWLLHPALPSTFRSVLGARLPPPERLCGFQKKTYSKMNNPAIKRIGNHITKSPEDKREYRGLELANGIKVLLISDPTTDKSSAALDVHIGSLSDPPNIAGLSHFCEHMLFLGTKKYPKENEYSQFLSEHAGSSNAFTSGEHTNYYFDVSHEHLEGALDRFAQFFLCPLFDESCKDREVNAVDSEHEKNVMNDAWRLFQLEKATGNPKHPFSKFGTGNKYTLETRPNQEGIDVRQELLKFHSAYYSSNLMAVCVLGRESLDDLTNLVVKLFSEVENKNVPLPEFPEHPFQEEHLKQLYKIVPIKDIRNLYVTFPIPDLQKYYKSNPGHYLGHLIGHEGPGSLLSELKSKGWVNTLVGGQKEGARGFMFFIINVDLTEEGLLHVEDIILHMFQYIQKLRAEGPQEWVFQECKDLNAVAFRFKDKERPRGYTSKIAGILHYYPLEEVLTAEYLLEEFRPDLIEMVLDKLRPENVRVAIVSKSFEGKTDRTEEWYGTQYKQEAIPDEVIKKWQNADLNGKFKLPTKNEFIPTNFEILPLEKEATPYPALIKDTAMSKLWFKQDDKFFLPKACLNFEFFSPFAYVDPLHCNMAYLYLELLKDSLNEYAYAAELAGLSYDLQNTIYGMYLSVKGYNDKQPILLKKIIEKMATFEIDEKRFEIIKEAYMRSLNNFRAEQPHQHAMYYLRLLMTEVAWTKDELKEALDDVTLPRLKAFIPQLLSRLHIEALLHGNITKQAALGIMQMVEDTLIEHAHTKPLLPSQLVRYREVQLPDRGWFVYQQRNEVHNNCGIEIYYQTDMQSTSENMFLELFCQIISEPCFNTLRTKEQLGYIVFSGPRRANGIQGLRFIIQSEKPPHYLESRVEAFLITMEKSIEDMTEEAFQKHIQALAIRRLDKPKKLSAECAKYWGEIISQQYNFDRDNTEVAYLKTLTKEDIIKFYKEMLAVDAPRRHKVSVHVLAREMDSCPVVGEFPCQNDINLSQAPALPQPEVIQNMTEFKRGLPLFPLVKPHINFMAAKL
p-CIP stab down: p/CIP protein destabilization; Q05BA5; F442A p/CIP-EGFP cells, EGFP fluorescence, 16 h; decrease of EGFP signal, % at 10 µM; 0.01% of 290,000 active;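 active = EGFP signal decrease of at least 30% at 10 µM or well 3 SD below plate mean, unless failing retest; inactive = the rest, including hits failing retest or dose response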; also: some compounds called inactive have numbers as strong as hits; many of its hits are not listed in these tables
MEKK3 PB1 HTS: MEKK3-MEK5 PB1 interaction, increase or decrease; bead-based flow cytometry, Alexa488-MEK5 binding to MEKK3; actives lie on both sides; 0 = blocked by unlabeled MEK5, 100 = vehicle; binding response (% of control), % at 10 µM; 1.4% of 290,000 active; AID 1529;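 active = binding response more than 3 SD above or below the average of its plate-row segment, actives on both sides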;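 also: Alexa488 bead fluorescence after subtracting the streptavidin-only scavenger bead signal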
FID counter: fluorescent intercalator displacement, NS3 helicase counter-screen | 0.17% of 290,000 active | inhibition, % at 7.9 µM | AID 1845 | DNA fluorescent intercalator displacement, fluorescence; in the data active = inhibition above about 37%;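 also: 0% = vehicle and 100% = reference compound; higher means more ethidium bromide displaced from hairpin DNA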
UBC9 SUMO inh: SUMOylation inhibition; HTRF SUMOylation assay, SAE1/SAE2 + UBC9, in vitro; P63279; AID 2006; 0.36% of 290,000 active; inhibition, % at 35 µM; in the data active = inhibition above about 50%, passing the limit was not always enough; also: strong numbers were not always called active
The depositor's hits bear a star; · = not tested or not shown. Some of the compounds tested; the hit share may differ from the screen's.

Values run as follows: p-CIP stab down | IMP-1 inhibitor | FID counter | NS3 helicase inh | VIM-2 inhibitor | MEKK3 PB1 HTS | UBC9 SUMO inh | IDE act | PHOSPHO1 block
- Nc1nc2c(nc(SCc3ccccc3Br)n2[C@@H]2O[C@H](CO)[C@@H](O)[C@H]2O)c(=O)[nH]1
  1 | -1.2 | -16 | -5 | -3.0 | 100 | 16 | 2 | 38
- O=C(c1ccccc1F)N1CCCc2ccccc21
  -4 | 1.0 | -9 | 3 | 1.0 | 108 | 3 | 4 | ·
- CC(C)[n+]1ccn(C2=C([O-])c3ccccc3C(=O)/C2=N\S(=O)(=O)c2ccccc2)c1
  -28 | -0.1 | 5 | 4 | -0.6 | 63 | 21 | 0 | 33
- C/C(=N\NC(=O)c1cccnc1)c1ccccc1
  0 | -3.5 | -6 | 7 | -3.3 | 107 | 14 | 0 | 30
- CC1(C)CC(=O)C=C(C(=O)N2CCCC(C(=O)c3cccc(Cl)c3)C2)O1 (stereo not given)
  -10 | -2.9 | -14 | 8 | -2.3 | 102 | 8 | -5 | 48
- O=C(Nc1ccccc1)c1ccsc1
  1 | -0.5 | 9 | 2 | -4.4 | 90 | 0 | -1 | 0
- CCNc1nc(NCC)nc(N(C)/N=C/c2ccco2)n1
  4 | -1.8 | -8 | -9 | -1.2 | 101 | 25 | -3 | 2
- CC1CCN(Cc2c(C(=O)O)nnn2-c2nonc2N)CC1
  -3 | -1.1 | 0 | -4 | -3.7 | 98 | 4 | 5 | -24
- S=C(NCCN1CCCCC1)Nc1ccc(Br)cc1
  -2 | 1.5 | 21 | 3 | 1.9 | 88 | -3 | 0 | 10
- CN1CCN(c2nc3c(c(=O)[nH]c(=O)n3C)n2CCSc2nc3ccccc3s2)CC1
  -3 | -3.2 | -2 | -5 | -0.8 | 103 | -39 | 0 | -7
- COCCNC(=O)C(C)N(c1ccc(Oc2ccccc2)cc1)S(C)(=O)=O (stereo not given)
  0 | -2.8 | -12 | -6 | -1.5 | 104 | -10 | 7 | 3
- COc1ccc(C2C=C(c3ccc(Br)cc3)Nc3nc(N4C(=O)CCC4=O)nn32)cc1 (stereo not given)
  -23 | 1.2 | -10 | 4 | -1.6 | 102 | 17 | -19 | -1
- O=C(NNC(=S)Nc1ccc(Cl)c(Cl)c1)c1cccc([N+](=O)[O-])c1
  -11 | -4.7 | -4 | -7 | -3.7 | 92 | -49 | · | -25
- COc1ccc(S(=O)(=O)N(C)C)cc1NC(=O)Cc1c[nH]c2ccccc12
  -1 | -0.9 | -19 | 17 | 2.0 | 109 | 10 | 3 | -30
- N#CC(c1ccc(Cl)cc1)c1ccc(Cl)nn1 (stereo not given)
  4 | -3.4 | -6 | 5 | -3.4 | 102 | -9 | 5 | 10
- CCOC(=O)C1=C(C)N(C)C(C)=C(C(=O)OCC)C1c1cccnc1
  6 | -4.4 | -17 | -6 | -2.4 | 97 | 8 | -1 | -7
- CCOc1ccc2nc(SCCNS(=O)(=O)c3ccccc3)sc2c1
  -5 | -1.9 | -23 | -11 | 0.8 | 108 | -5 | 0 | 11
- CCCC(=O)Nc1ccc(NC(=O)C2CC2)cn1
  4 | -3.6 | -1 | -3 | -0.2 | · | 3 | 5 | 17
- Cc1ccccc1S(=O)(=O)c1cc2ccccc2nc1N
  -8 | 0.6 | -5 | -8 | 0.3 | 92 | 19 | -3 | 39
- O=C(CCNS(=O)(=O)c1ccc(Br)cc1)NC1CCN(Cc2ccccc2)CC1
  2 | 0.3 | 11 | 8 | -0.5 | 91 | -2 | 7 | 37
- Cc1nn(-c2ccc(F)cc2)c(Cl)c1/C=C/C(=O)OCC(=O)Nc1c(F)c(F)c(F)c(F)c1F
  -4 | -1.8 | 0 | 6 | -2.1 | 94 | -13 | 3 | -19
- COc1ccc(OC)c(C2=NO[C@@H]3C(=O)N(c4cc(Cl)ccc4OC)C(=O)[C@H]23)c1
  -5 | -5.0 | -22 | 9 | -3.9 | 100 | -1 | 2 | 25
- O=C(Nc1nnc(C2CC2)s1)C1Cc2ccccc2CN1S(=O)(=O)c1cccs1 (stereo not given)
  2 | 1.3 | -19 | -3 | -0.5 | 103 | 13 | 0 | 5
- O=C(OCC(=O)c1ccc[nH]1)c1ccccc1
  -12 | 0.5 | -10 | 14 | 0.6 | 67 | 13 | 0 | -7
- O=C(Cn1c(=O)oc2ccccc21)Nc1ccc2c(c1)OCCO2
  -7 | -2.6 | 6 | 2 | -1.3 | 104 | 15 | 4 | 11
- O=c1c2ccccc2c2ccccc2c(=O)n1CC1CCCO1 (stereo not given)
  3 | -4.7 | -4 | 8 | -3.8 | 101 | 13 | 3 | -2
- COCCNC(=S)NN=C1CCC(c2ccccc2)CC1 (stereo not given)
  6 | -3.0 | -1 | 5 | -2.8 | 100 | 0 | -4 | -28
- CCOC(=O)C(=O)c1csc(NC(=O)CCSc2ccc(C)cc2)n1
  2 | -3.5 | -18 | 16 | -3.1 | 98 | -11 | 5 | -8
- CC1CCCN(c2ccc(C(=O)Nc3cccnc3)cc2[N+](=O)[O-])C1 (stereo not given)
  4 | -4.3 | -10 | 16 | -1.5 | 93 | -9 | -3 | -3
- O=C(CCS(=O)(=O)c1ccc(Br)cc1)NCCC1=CCCCC1
  3 | 3.8 | -33 | 7 | -0.9 | 102 | 2 | 0 | 23
- COc1cccc(CNC(=O)c2ccc(CS(=O)(=O)Cc3ccc(C)cc3)o2)c1
  0 | -2.9 | -27 | 8 | -1.7 | 104 | 5 | 4 | -5
- CCOC(=O)C1CCN(Cc2ccccn2)CC1
  -9 | -3.7 | 2 | 5 | -2.4 | 109 | 13 | · | ·
- CCOCCn1c(CN(Cc2ccccc2)Cc2ccccc2)nc2c1c(=O)n(C)c(=O)n2C
  -4 | -3.7 | -44 | -5 | -0.7 | 108 | -4 | 1 | 5
- Cc1ccc(C)c(CSc2nnc([C@@H]3CCCN3)o2)c1
  -2 | 5.0* | -5 | -6 | 2.6 | 101 | 21 | 0 | 13
- CN(c1ccccc1)S(=O)(=O)c1cccc(NC(=O)COC(=O)C2CCCCC2)c1
  -5 | -0.9 | -21 | -10 | -0.8 | 108 | -2 | 1 | 12
- O=C(CCn1cnc2ncccc2c1=O)N1CCN(c2cccc(Cl)c2)CC1
  -4 | -2.0 | -17 | -2 | -1.6 | 100 | 10 | 2 | 39
- CCc1ccc(/C(C)=N/NC(=O)CNC(=O)/C=C/c2ccccc2OC)cc1
  2 | -4.2 | -30 | -15 | -1.1 | 102 | -5 | 1 | 6
- O=C(NCc1ccc(F)cc1)C(c1ccccc1)c1ccccc1
  -7 | -0.4 | -18 | 11 | -1.7 | 107 | -1 | 4 | 10
- COc1ccc(S(=O)(=O)N(CC(=O)N2CCN(C)CC2)c2ccccc2)cc1OC
  2 | -4.3 | 12 | 4 | -3.9 | 97 | -2 | 7 | -1
- COc1ccc(C(C(=O)NCC2CCCO2)N(C(=O)CNC(=O)c2cccs2)c2ccc(C)cc2)cc1OC (stereo not given)
  -1 | -2.5 | -35 | 1 | -5.5 | 107 | 4 | 6 | 21
- O=C(CN1CCOCC1)N1CCc2ccccc2C(c2ccccc2)C1 (stereo not given)
  4 | -3.4 | -10 | -4 | -3.2 | 105 | 22 | -6 | 11
- CCCOc1ccc(C2C(C(=O)c3ccc(C)o3)=C(O)C(=O)N2Cc2cccnc2)cc1 (stereo not given)
  -14 | -1.3 | -34 | 7 | -0.7 | 97 | 20 | · | 46
- Cc1ccc(C)c(Nc2nc3ccccc3n3cnnc23)c1
  -2 | -2.3 | -27 | -5 | -3.1 | 95 | 5 | 1 | 43
- C=CCN(c1ccccc1Cl)S(=O)(=O)c1cccc(C(=O)NCCc2ccc(OC)cc2)c1
  -12 | -2.3 | -28 | -12 | -0.6 | 103 | 0 | -2 | -64
- COCCCNC(=O)c1ccccc1N(Cc1ccccc1)S(=O)(=O)c1ccc(OC)cc1
  0 | -1.6 | -44 | -5 | -1.4 | 109 | 6 | 3 | 35

Part of the list above, as a markdown table:
| SMILES | p-CIP stab down | IMP-1 inhibitor | FID counter | NS3 helicase inh | VIM-2 inhibitor | MEKK3 PB1 HTS | UBC9 SUMO inh | IDE act | PHOSPHO1 block |
| --- | --- | --- | --- | --- | --- | --- | --- | --- | --- |
| CCc1ccc(/C(C)=N/NC(=O)CNC(=O)/C=C/c2ccccc2OC)cc1 | 2 | -4.2 | -30 | -15 | -1.1 | 102 | -5 | 1 | 6 |
| O=C(CCn1cnc2ncccc2c1=O)N1CCN(c2cccc(Cl)c2)CC1 | -4 | -2.0 | -17 | -2 | -1.6 | 100 | 10 | 2 | 39 |

(more compounds)
Values run as follows: p-CIP stab down | IMP-1 inhibitor | FID counter | NS3 helicase inh | VIM-2 inhibitor | MEKK3 PB1 HTS | UBC9 SUMO inh | IDE act | PHOSPHO1 block
- Cc1ccc(P(=O)(CC(=O)O)c2ccc(C)cc2)cc1
  -9 | -2.8 | -4 | -1 | -1.3 | 97 | 8 | 3 | 20
- COc1ccccc1OCCSc1nnnn1-c1ccc(C)cc1
  -8 | · | · | · | · | 103 | 18 | 5 | -13
- COc1ccc(/C=N/NC(=O)CO/N=C(\C)c2cccs2)cc1
  -7 | -1.4 | -6 | -3 | -4.0 | 104 | 6 | 4 | -5
- O=C1CSC(=Nc2cccc(Cl)c2Cl)N1Cc1cccnc1
  -15 | -1.8 | -20 | -26 | -1.6 | 88 | 10 | -2 | -8
- COc1ccc(Cl)cc1NC(=O)Nc1ccc(C(=O)N2CCOCC2)cc1
  -9 | -0.6 | -14 | -18 | -0.4 | 95 | 3 | 1 | 17
- Cc1c(NC(=O)C2CCN(S(=O)(=O)c3ccc(Cl)cc3)CC2)c(=O)n(-c2ccccc2)n1C
  -4 | -1.7 | -9 | -6 | -4.0 | 104 | -3 | 2 | 14
- Cc1ccc(CNC(=O)c2nn(C)c(C)c2[N+](=O)[O-])cc1
  -1 | -2.2 | -2 | 23 | -5.7 | 100 | -5 | 1 | 4
- Cc1csc2c(=O)n3c(nc12)CCCCC3
  -3 | -1.8 | -3 | 0 | -3.3 | 106 | 3 | 3 | 15
- CC(C)C1C(C#N)=C(N)Oc2n[nH]c(-c3ccccc3)c21 (stereo not given)
  11 | -2.5 | 6 | -6 | 1.7 | 105 | 4 | -2 | -20
- CCn1c(SCC(N)=O)nc2sc3c(c2c1=O)CCCC3
  1 | -3.9 | -11 | 7 | -1.5 | 101 | 5 | -1 | 15
- COc1ccc2ccccc2c1CN1CCN(C(=O)c2ccccc2)CC1
  -10 | -3.8 | -10 | 6 | -1.5 | 104 | -4 | 4 | -16
- CCN(CC)CCCNc1oc(-c2ccccc2[N+](=O)[O-])nc1C#N
  -4 | -3.7 | 5 | 8 | -1.8 | 101 | -1 | 3 | 24
- COc1ccc(NC(=O)NCc2ccccn2)cc1
  -16 | -5.7 | -1 | 0 | -3.9 | 107 | 1 | 4 | -4
- CC1(C)CC(NC(=O)COc2ccc3ccc(=O)oc3c2)CC(C)(C)N1
  1 | -1.4 | 2 | -2 | -2.9 | 100 | 20 | 6 | 34
- COc1ccc(C(C)(C)C)cc1NC(=O)c1ccc[n+]([O-])c1
  -5 | -1.5 | -10 | 1 | -1.0 | 103 | 8 | 2 | 32
